Bioassay records: PubChem, Sanford-Burnham Center for Chemical Genomics
APJ ag: agonists of human APJ apelin receptor | P35414 | CHO-K1 APJ PathHunter beta-arrestin, luminescence; 0% DMSO wells, 100% apelin | activation, % at 20 µM | 330,000 compounds, 0.11% hits | AID 2520;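 active = activation more than six SD over the plate average, tested at 20 µM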;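 also: 0% = DMSO alone and 100% = apelin-13 at 10 nM; some results filed as inactive read as strong as hits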
Target sequence (P35414 whole entry, looked up): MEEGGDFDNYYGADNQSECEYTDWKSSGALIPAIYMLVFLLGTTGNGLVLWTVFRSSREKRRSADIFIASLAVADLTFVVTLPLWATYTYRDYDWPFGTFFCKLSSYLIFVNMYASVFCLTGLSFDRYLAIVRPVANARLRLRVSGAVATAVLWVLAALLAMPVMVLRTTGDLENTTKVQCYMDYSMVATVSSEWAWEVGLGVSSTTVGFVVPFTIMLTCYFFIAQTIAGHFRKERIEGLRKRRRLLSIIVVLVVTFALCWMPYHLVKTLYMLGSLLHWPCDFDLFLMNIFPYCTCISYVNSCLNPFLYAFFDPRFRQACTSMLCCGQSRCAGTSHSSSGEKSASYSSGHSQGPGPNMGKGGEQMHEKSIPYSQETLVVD
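system = engineered CHO-K1 APJ arrestin reporter cells | input = 1000 cells per well | timing = overnight seeding, 90 min compound at 25 °C, 1 h detection | measured by = enzyme-fragment complementation luminescence | read-out = beta-arrestin recruitment to APJ as agonist activity, luminescent signal | control set = negative DMSO alone, positive Apelin-13 at 10 nM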
tim23-1 inh: growth inhibitors of tim23-1 mutant yeast. S. cerevisiae tim23-1 growth, BacTiter-Glo luminescence, 24 h. inhibition, % at 20 µM. 330,000 compounds, 1.3% hits;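 active = growth inhibition of the mutant yeast at or above 50%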;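 also: temperature-sensitive mutant grown at 25 °C; plate controls were DMSO-treated mutant yeast for no effect and medium wells lacking yeast for full effect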
APJ antag: blocks the human apelin receptor APJ | AID 2521 | 330,000 compounds, 0.32% hits | CHO-K1 APJ beta-arrestin complementation, luminescence | inhibition, % at 20 µM;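 active = inhibition above about 40% at 20 µM, limit read from the data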;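 also: cells challenged with 10 nM apelin-13 agonist together with compound; plate controls were apelin-13 plus DMSO wells for no effect and DMSO wells lacking apelin-13 for full effect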
CCR6 antag: antagonists of human CCR6 receptor; P51684; CHO-K1 CCR6 PathHunter beta-arrestin, luminescence, CCL20-stimulated; inhibition, % at 20 µM; 340,000 compounds, 0.49% hits; AID 493098;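 active = compounds whose inhibition of the agonist-driven luminescence signal at 20 µM reaches about 50%, limit read from the data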;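 also: cells stimulated with CCL20 at 14 nM final; plate controls were DMSO with CCL20 for no effect and DMSO without agonist for full effect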
EBI2 block: antagonists of human EBI2 receptor. EBI2 beta-arrestin recruitment, luminescence, 7a,25-OHC stimulated. inhibition, % at 5 µM. 360,000 compounds, 0.81% hits. P32249; in the data active = inhibition above about 38%;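 also: enzyme fragment complementation signal reports receptor beta-arrestin coupling in cells; 0% = agonist plus DMSO wells and 100% = wells without agonist; some results beyond the cut were filed as inactive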
Target sequence (P32249 whole entry, looked up, the tested form may be a part): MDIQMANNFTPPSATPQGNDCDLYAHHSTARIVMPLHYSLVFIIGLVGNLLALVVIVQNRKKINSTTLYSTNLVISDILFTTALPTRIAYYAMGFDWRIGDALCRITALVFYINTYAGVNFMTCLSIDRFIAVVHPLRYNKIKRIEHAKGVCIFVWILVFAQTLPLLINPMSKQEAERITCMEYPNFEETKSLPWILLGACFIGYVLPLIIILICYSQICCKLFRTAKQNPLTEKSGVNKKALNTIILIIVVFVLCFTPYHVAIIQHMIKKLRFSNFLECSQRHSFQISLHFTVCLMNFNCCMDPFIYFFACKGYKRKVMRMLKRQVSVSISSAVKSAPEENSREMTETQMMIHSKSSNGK
Mdm2-MdmX inh: inhibitors of human Mdm2/MdmX interaction; O15151+Q00987; SaOS-2 split-luciferase Mdm2/MdmX complementation, luminescence; inhibition, % at 8 µM; 330,000 compounds, 3% hits;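 active = inhibition of at least 50% at 8 µM in the primary screen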
CXCR6 inh: CXCR6 (human) receptor inhibition; O00574; CHO-K1 PathHunter CXCR6 beta-arrestin, luminescence; inhibition, % at 20 µM; 360,000 compounds, 0.36% hits; in the data active = inhibition above about 34%, passing the limit was not always enough;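 also: antagonist mode with CXCL16 agonist at 10 nM final; 0% = 10 nM CXCL16 with DMSO and 100% = unstimulated wells without agonist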
Target sequence (O00574 whole entry, looked up): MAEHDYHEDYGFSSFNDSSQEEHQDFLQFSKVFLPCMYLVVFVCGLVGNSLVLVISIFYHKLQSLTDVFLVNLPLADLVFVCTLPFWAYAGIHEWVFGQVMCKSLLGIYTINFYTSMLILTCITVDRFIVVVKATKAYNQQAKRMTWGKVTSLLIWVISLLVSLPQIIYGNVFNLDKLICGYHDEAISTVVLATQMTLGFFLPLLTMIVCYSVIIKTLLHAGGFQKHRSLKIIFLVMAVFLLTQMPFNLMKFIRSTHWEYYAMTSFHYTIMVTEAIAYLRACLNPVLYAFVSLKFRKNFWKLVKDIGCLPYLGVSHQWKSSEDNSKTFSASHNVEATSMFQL
CHOP UPR activ: apoptotic UPR (CHOP) activation; CHO-CHOP luciferase reporter, luminescence; percent of tunicamycin response over DMSO baseline; 330,000 compounds, 0.34% hits; activation, % at 10 µM;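 active = at 10 µM dose, activation of 40% or more, normalized to positive control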;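 also: 100% = tunicamycin at 10 µg/mL and 0% = DMSO alone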
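Dosing – one dose, 10 µM in 0.5% DMSO · System – CHO-CHOP cells, stable luciferase reporter of PERK-eIF2a-CHOP signalling · Input – 500 cells/well · Control set – tunicamycin 10 µg/mL final as positive, DMSO-only wells as negative · Timing – 6 h compound treatment, 37 °C · Measure – % activation vs tunicamycin · Technique – luminescence read with Steady-Glo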
XBP1 UPR activ: activators of adaptive arm of unfolded protein response (XBP1) | activation, % at 20 µM | AID 463104 | CHO-XBP1 luciferase reporter, IRE1-XBP1 UPR activation, luminescence; percent of tunicamycin response, DMSO as zero | 330,000 compounds, 0.33% hits;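 active = versus positive control, 20 µM dose yields 30% or more activation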;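 also: 100% = tunicamycin at 10 µg/mL and 0% = DMSO only wells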
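Material: IRE1-XBP1 luciferase reporter CHO line / Quantity: one thousand reporter cells per well / Buffer or medium: F12 with 10% serum / Compound: 20 µM single concentration, DMSO 1% / Times: 6 h treatment, 37 °C / Detection: Steady-Glo luciferase glow luminescence, 10 min after reagent addition / Benchmarks: tunicamycin high, DMSO low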
Active calls of the source: *; . = no result given. Some of the compounds tested (hit frequency here may not be typical).

SMILES,APJ ag,tim23-1 inh,APJ antag,CCR6 antag,EBI2 block,Mdm2-MdmX inh,CXCR6 inh,CHOP UPR activ,XBP1 UPR activ
CCCS(=O)(=O)N1CCCC(C(=O)NCCCOC(C)C)C1 (stereo not given),-2,6,-2,7,-1,1,0,-3.7,2
COc1cc(CN2CCN(c3cc(C)ccc3C)CC2)cc([N+](=O)[O-])c1O,-2,13,-3,21,.,16,.,4.7,0
COC(=O)CN(c1cccc(C(C)=O)c1)S(C)(=O)=O,1,9,16,0,-2,-10,10,-2.5,2
CCS(=O)(=O)N1CCC(N2CCN(c3ccccc3)CC2)CC1,-2,8,7,14,-12,2,5,0.8,-2
CCc1nc2scc(-c3ccccc3)c2c(=O)n1N,-4,11,14,-15,-5,-34,-21,-1.9,-1
O=C(NCc1ccccc1)c1cnc(-c2ccccn2)nc1C(F)(F)F,-1,-9,-4,8,10,18,-1,0.6,1
CCOc1ccc(N2CC(C(=O)Nc3ccncc3)CC2=O)cc1 (stereo not given),-2,7,2,8,-1,9,4,0.2,3
O=C(CC(=O)N/N=C/c1c(Cl)cccc1Cl)NCc1cccnc1,-7,13,-18,-3,5,-13,0,-1.1,-3
CCC(C)OC1OC(CO)C(O)C(O)C1NC(C)=O (stereo not given),-1,3,-1,17,-9,11,2,1.0,-1
COc1ccc(C(=O)N/N=C/c2c(C)nn(-c3ccccc3)c2OC)cc1,-2,19,-20,4,-7,18,-16,1.7,1
O=C(Nc1ccncc1Cl)c1ccncc1,-2,-12,-2,2,-4,23,-1,-0.5,-4
Cc1cc(C(=O)NNC(=O)CN2C(=O)NC3(CCCCC3)C2=O)c(C)o1,-1,3,11,1,-9,-8,3,1.1,-1
Cc1cc2c(nn1)CCc1c-2no[n+]1[O-],-2,-3,-5,-2,-5,-2,-4,3.0,0
CC1CC1c1ccc(/C=C(\C#N)C(=O)Nc2cc(Cl)ccc2Cl)o1 (stereo not given),-4,10,-11,-18,30,-7,0,1.9,-5
Cc1cccc(C)c1OC(=O)Cc1ccccc1[N+](=O)[O-],-4,24,18,9,6,24,3,1.3,-3

(more compounds)
SMILES,APJ ag,tim23-1 inh,APJ antag,CCR6 antag,EBI2 block,Mdm2-MdmX inh,CXCR6 inh,CHOP UPR activ,XBP1 UPR activ
CSc1cccc(NC(=O)CNC(=O)c2ccc3c(c2)OCO3)c1,6,-3,13,12,2,6,-5,1.2,-1
CCCOc1ccc(N2C(=O)CC(N(CCc3ccc(OC)c(OC)c3)C(=S)Nc3ccccc3)C2=O)cc1 (stereo not given),-1,10,-14,15,8,19,0,3.3,-2
CC1(C(=O)NC2CCCC2)CCC(=O)N1Cc1ccc2c(c1)OCO2 (stereo not given),-5,-6,14,-4,-11,-2,-1,-0.8,2
Cc1nc(-c2ccc(F)cc2)c(CC(=O)Nc2ccc(C)c(S(=O)(=O)N3CCOCC3)c2)s1,-3,-2,-6,-7,0,-1,5,1.7,-4
COc1ccc(-c2c(C#N)c(SCC(=O)Nc3ccccc3)nc3c2CCCC3)cc1,3,37,4,13,12,14,9,0.9,1
CCOC(=O)C1=C(COc2ccccc2)NC(=O)NC1c1ccc2ccccc2c1 (stereo not given),4,10,1,12,.,32,.,0.9,-3
Cc1cc(NC(=O)CSc2nc(N)c(NC(=O)c3ccco3)c(=O)[nH]2)no1,-3,3,-5,0,6,-23,6,-1.5,-1
Cc1c(NC(=O)Nc2ccccc2C(F)(F)F)c(=O)n(-c2ccccc2)n1C,0,7,-19,8,4,-19,8,0.5,-5
Cc1cccc(C)c1Nc1nnc(SCC(=O)NC2CCS(=O)(=O)C2)s1 (stereo not given),-3,-2,3,10,-14,-8,1,1.2,-1
CC1OC(OC2C(CO)OC(OC3C(CO)OC(O)C(O)C3O)C(O)C2O)C(O)C(O)C1N[C@@H]1C=C(CO)[C@@H](O)C(O)[C@H]1O (stereo not given in full),1,-4,10,-5,-1,18,5,-0.4,-3
Cc1cc(C)c(S(=O)(=O)N2CCOC2CNC(=O)C(=O)NCCCn2ccnc2)c(C)c1 (stereo not given),1,12,-10,0,-6,-13,6,-1.0,-3
CC1(C)C=Cc2c(ccc3c2OC[C@H](c2ccc(O)cc2O)C3)O1,-3,75*,9,-16,-13,-47,-14,9.2,3
Cc1sc(-n2c(C)cc(C=O)c2C)c(C(=O)O)c1C,-5,20,20,3,9,28,2,-0.3,1
CCCN(CCC)C(=O)Cn1c(=O)n(CCCC(=O)NCc2ccco2)c(=O)c2sccc21,-3,5,-5,-6,-3,16,6,-1.3,-1
CCn1c(COc2ccc(C)cc2)nnc1SCc1nc2ccccc2[nH]1,-5,14,9,-4,10,26,-2,4.3,-1

The listing continues:
SMILES,APJ ag,tim23-1 inh,APJ antag,CCR6 antag,EBI2 block,Mdm2-MdmX inh,CXCR6 inh,CHOP UPR activ,XBP1 UPR activ
Cn1c(=O)n(C)c2cc(NC(=O)c3ccc(F)cc3)ccc21,-2,-7,13,23,-14,32,2,0.3,0
O=c1c2ccccc2nc2c3ccccc3c(NCCO)nn12,0,36,-26,-8,-3,-9,-5,-1.5,8
CC1CCCC(C)N1C(=O)/C=C/c1ccc(S(=O)(=O)N2CCOCC2)cc1 (stereo not given),0,13,10,6,-9,10,2,-1.3,-3
COc1ccc(CN2CCN(c3cccc(C)c3C)CC2)cc1OC,-2,8,-9,6,8,0,6,-2.4,-2
CC(=O)N1CCc2cc(S(=O)(=O)N3CCc4ccccc43)ccc21,6,14,-2,1,-4,0,-5,-0.6,-4
CCn1c(=O)c(=O)[nH]c2cc(C(=O)N3CCN(Cc4ccc5c(c4)OCO5)CC3)ccc21,-3,4,-5,4,-1,4,-1,-0.8,3
COc1ccc(C(=O)Nc2cc(C(=O)O)cc(C(=O)O)c2)cc1Cl,-3,2,4,-6,-2,-16,7,1.4,-3
CSc1ccc(CN(C)CC(=O)NCc2ccccc2)cc1,-3,6,2,12,5,-15,-3,-1.1,0
COc1ccc(N(CC(=O)NC(C)(C)C)C(=O)CCC(=O)Nc2nccs2)cc1,-5,14,-9,6,18,20,-2,-0.4,-4
O=C(NC(NC(=S)Nc1ccccc1C(=O)O)C(Cl)(Cl)Cl)c1ccccc1 (stereo not given),-1,26,18,22,1,-35,0,1.0,1
COCc1cc(C)nc(OC)c1C(N)=O,-1,6,1,2,-11,12,-1,0.3,3
N#Cc1cccc(CN2CCC(=O)N([C@H](CO)c3ccccc3)CC2)c1,3,7,13,-2,-7,-17,-3,2.1,1
N#Cc1nc(COc2ccc(F)cc2)oc1N1CCC(Cc2ccccc2)CC1,-3,8,14,11,60*,10,10,2.4,0
COc1ccc(OC)c(S(=O)(=O)NCCc2ccccc2)c1,-3,12,6,15,-4,14,-12,1.9,-1
CCOc1ccccc1N(C(=O)Nc1ccc(Cl)cc1)C1=NC(C)CS1 (stereo not given),-5,15,1,14,3,-14,-1,-0.5,-2

Arranged by value in Mdm2-MdmX inh (falling): some entries from above
mol	APJ antag	CCR6 antag	EBI2 block	Mdm2-MdmX inh	CXCR6 inh	XBP1 UPR activ
Cn1c(=O)n(C)c2cc(NC(=O)c3ccc(F)cc3)ccc21	13	23	-14	32	2	0
COCc1cc(C)nc(OC)c1C(N)=O	1	2	-11	12	-1	3
O=c1c2ccccc2nc2c3ccccc3c(NCCO)nn12	-26	-8	-3	-9	-5	8

Next part:
SMILES,APJ ag,tim23-1 inh,APJ antag,CCR6 antag,EBI2 block,Mdm2-MdmX inh,CXCR6 inh,CHOP UPR activ,XBP1 UPR activ
COc1ccc(CNC(=O)[C@H](C)NC(=O)C2CCN(S(=O)(=O)c3ccccc3)CC2)cc1,1,-2,10,-4,-5,0,-3,-0.2,-3
O=C(CSc1nnc(NC(=O)c2c(F)cccc2F)s1)NC1CCCCC1,1,19,10,3,1,-28,-2,1.5,-6
Cc1ccc(CNC(=O)/C(C#N)=C/c2ccc(C)s2)cc1,5,4,20,7,51*,13,5,0.9,0
O=C(Cn1nc(C(F)F)cc1C(F)F)NNC(=S)Nc1ccc(F)cc1,-2,19,19,12,-10,0,12,-1.8,0
COCCCn1c(SCc2nnc(-c3ccc(OC)c(OC)c3)o2)nnc1-c1ccncc1,-1,5,1,21,-7,-13,-4,-0.9,-6
Brc1ccccc1-c1nnc(COc2ncnc3ccccc23)o1,1,10,-29,10,0,-20,-6,0.1,-1
CC1(C)Cc2cccc(C(=O)NC3CCN(Cc4ccccc4)CC3)c2O1,0,2,-6,9,1,-10,-5,-0.4,0
CCC(C)NC(=O)C(Sc1ccccc1)c1ccccc1 (stereo not given),-2,13,-7,20,-1,10,-2,0.1,2
COc1ccc(C)cc1NC(=O)COC(=O)C1CC1,7,9,41*,5,-1,34,-2,0.8,-2
CC1CCCCC12NC(=O)N(Cc1cc(=O)n3ccsc3n1)C2=O (stereo not given),-4,7,14,2,0,-10,-4,0.6,-1
CC(=O)Nc1ccc(-c2nnn(CC(=O)Nc3ccc4c(c3)OCO4)n2)cc1Cl,-2,-3,1,11,5,8,0,0.8,2
CC(=O)N1CCC(C(=O)Nc2cc(C)cc(C)c2)CC1,-4,-2,2,-4,-8,-26,2,2.0,2
Cc1ccc(-c2ccc(=O)n(CC(=O)NCCCN3CCCCC3)n2)cc1,2,3,16,-2,-3,2,-1,-2.3,-5
CCc1ccc(NC(=O)Cn2nnc(-c3ccc(C)cc3-n3cnnn3)n2)cc1,0,2,-37,-2,-17,13,-7,0.6,-2
CCN(CC)CCNCc1cc(Br)ccc1OCC(=O)NCc1ccccc1,-3,9,-12,16,-3,-15,8,-0.2,-1

The listing continues.
SMILES,APJ ag,tim23-1 inh,APJ antag,CCR6 antag,EBI2 block,Mdm2-MdmX inh,CXCR6 inh,CHOP UPR activ,XBP1 UPR activ
CC(C)(C)OC(=O)NCc1ccc(CNC(=O)c2[nH]cnc2C(=O)N[C@@H](Cc2ccccc2)C(=O)OC(C)(C)C)cc1,0,16,11,10,-1,3,-7,-1.0,-1
O=C(NCc1cccnc1)Nc1ccccc1,-2,-3,4,1,-6,-2,-3,2.5,1
Cc1ccc2nc(NC(=O)c3ccc(N4C(=O)CCC4=O)cc3)sc2c1,-1,-5,-5,4,0,5,-1,3.9,0
O=c1oc2ccccc2c(N2CCCCC2)c1CN1CCCC1,-1,5,15,16,-7,10,-6,-1.3,1
CCCCN(CC)C(=O)Cc1ccccc1OC,-2,2,-12,6,1,14,0,0.4,6
O=C(CSc1nc2ccccc2o1)Nc1nc2ccccc2s1,0,5,22,13,-5,11,-3,2.0,2
CCCCCCCc1nn2c(=O)cc(O)nc2s1,2,16,2,-5,-3,-1,-3,3.3,0
O=C(NCC1CCCO1)/C(=C/c1ccc(Cl)cc1)NC(=O)c1ccccc1 (stereo not given),-1,6,-3,2,6,10,3,2.3,-2
COc1cccc(-n2c(SCC(=O)NC(C)(C)C)nnc2-c2ccoc2C)c1,-3,10,-8,0,-7,-12,17,-1.2,-3
Cn1nc(C(=O)NCc2ccccc2)cc1C(=O)NCc1ccccc1,2,12,-1,-3,-2,0,4,-0.5,-4
